# KDM4E inh = qHTS Assay for Inhibitors of Human Jumonji Domain Containing 2E (JMJD2E); Lysine-specific demethylase 4E (Homo sapiens), B2RXH2; actives 1.6% (n = 230,000); Potency, µM (top dose mostly 57.1 µM), for inactives: at the top dose activity change, negative = inhibition, actives largely listed as inhibitors; AID 2147, 2009; JMJD2E catalytic domain, FDH-coupled NADH fluorescence (FDH is formaldehyde dehydrogenase); active = well fitted inhibition curve with a large enough effect, not every such curve was filed as active; inconclusive = small, poorly fitted or top-dose-only effect, or another doubt; inactive = no such curve, though single readings can be large or run the other way;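 note: 0% = wells with enzyme and -100% = buffer wells without enzyme; nearly all actives have a fitted effect of over 50% in size; many of its hits are not listed in these tables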
# Target sequence (B2RXH2 1-337 limits assumed): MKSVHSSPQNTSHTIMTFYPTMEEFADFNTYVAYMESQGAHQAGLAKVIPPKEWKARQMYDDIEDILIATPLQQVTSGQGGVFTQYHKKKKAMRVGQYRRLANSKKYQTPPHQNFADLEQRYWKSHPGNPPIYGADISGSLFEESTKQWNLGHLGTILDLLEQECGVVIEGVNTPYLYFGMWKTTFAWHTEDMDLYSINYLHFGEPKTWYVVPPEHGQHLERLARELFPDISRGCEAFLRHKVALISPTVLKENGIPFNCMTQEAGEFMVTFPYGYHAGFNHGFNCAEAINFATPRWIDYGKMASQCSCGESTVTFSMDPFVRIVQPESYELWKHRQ
# aGal spleen mod = qHTS Assay for Inhibitors and Activators of Human alpha-Galactosidase From Spleen Homogenate. human spleen homogenate, 4MU-alpha-Gal fluorescence, 40 min. actives 0.008% (n = 240,000). Potency, µM (doses to about 80 µM), for inactives: top-dose activity change, negative = inhibition, most hits filed as inhibitors;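 note: 0% = enzyme with vehicle and -100% = no enzyme basal signal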
# Target sequence (P06280 32-429 limits assumed): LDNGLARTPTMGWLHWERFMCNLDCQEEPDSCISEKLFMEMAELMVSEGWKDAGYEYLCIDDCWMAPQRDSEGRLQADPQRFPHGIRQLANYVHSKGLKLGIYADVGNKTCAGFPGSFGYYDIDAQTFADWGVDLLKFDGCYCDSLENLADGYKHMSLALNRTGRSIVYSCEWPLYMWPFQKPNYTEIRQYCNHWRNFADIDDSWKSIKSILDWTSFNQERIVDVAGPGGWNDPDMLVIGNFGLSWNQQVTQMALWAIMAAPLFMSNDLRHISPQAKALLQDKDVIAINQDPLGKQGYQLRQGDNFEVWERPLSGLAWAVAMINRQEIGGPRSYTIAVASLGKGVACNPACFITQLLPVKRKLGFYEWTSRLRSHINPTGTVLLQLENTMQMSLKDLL
#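 Human spleen homogenate (1 ug) was the enzyme source, with 4-methylumbelliferyl-alpha-D-galactopyranoside (1 mM final) in pH 5.0 citrate buffer with 0.01% Tween-20. Compounds were titrated; after 40 min at 37C, NaOH/glycine stop, 4-MU fluorescence read; AC50 from Hill fits.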
# aGlu spleen mod = qHTS Assay for Inhibitors and Activators of Human alpha-Glucosidase From Spleen Homogenate. Lysosomal alpha-glucosidase (Homo sapiens), P10253. human spleen homogenate, 4-MU-alpha-glucoside fluorescence. Potency, µM (series often up to 79.9 µM), without a hit: at the top dose activity change, negative = inhibition, most hits filed as inhibitors. actives 0.006% (n = 240,000). AID 2112, 2009;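 note: 0% = enzyme with vehicle and -100% = no enzyme basal signal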
#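 Enzyme source: human spleen homogenate, 1 ug/well. Buffer 50 mM citric acid/K phosphate pH 5.0, 0.01% Tween-20. 4-MU-alpha-glucoside 1 mM; 37 C x 40 min; NaOH/glycine stop; fluorescence.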
# GAA glycogen = qHTS Assay for Inhibitors and Activators of Human alpha-Glucosidase Cleavage of Glycogen; Lysosomal alpha-glucosidase (Homo sapiens), P10253; recombinant GAA, glycogen substrate, Amplex Red glucose oxidase fluorescence; Potency, µM (series often up to 76.4 µM), for inactives: at the highest dose activity change, negative = inhibition, actives largely listed as inhibitors; actives 0.38% (n = 300,000); AID 2100, 2009;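 note: 0% = full enzyme reaction and -100% = no-enzyme basal signal; the screen sought inhibitors and activators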
#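 qHTS, 1536-well; enzyme 4 nM final; cpd up to 77 uM; substrate bovine liver glycogen 30 ug; 50 mM citrate/phosphate pH 5.0, 0.01% Tween-20; 37 C, 40 min; Amplex Red detection 45 min RT; Hill fit → AC50.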
# RGS12 GoLoco inh = qHTS Assay for Inhibitors of RGS12 GoLoco Motif Activity (Red Fluorophore). Guanine nucleotide-binding protein G(i) subunit alpha-1 (Homo sapiens), P63096. Gai1:RGS12 GoLoco peptide FP, rhodamine, 10 min. Potency, µM (highest dose often 61.6 µM), without a hit: at the top dose activity, negative = inhibition, actives largely listed as inhibitors. actives 0.44% (n = 230,000). AID 880, 2007; active = well fitted inhibition curve with a large enough effect, not every such curve was filed as active; inactive = no such curve, though single readings can be large or run the other way; note: % is set by controls: 0 for no effect and ±100 for the full control effect; nearly all actives have a fitted effect of over 30% in size; many of its hits are not listed in these tables
# Target sequence (P63096 whole entry, looked up): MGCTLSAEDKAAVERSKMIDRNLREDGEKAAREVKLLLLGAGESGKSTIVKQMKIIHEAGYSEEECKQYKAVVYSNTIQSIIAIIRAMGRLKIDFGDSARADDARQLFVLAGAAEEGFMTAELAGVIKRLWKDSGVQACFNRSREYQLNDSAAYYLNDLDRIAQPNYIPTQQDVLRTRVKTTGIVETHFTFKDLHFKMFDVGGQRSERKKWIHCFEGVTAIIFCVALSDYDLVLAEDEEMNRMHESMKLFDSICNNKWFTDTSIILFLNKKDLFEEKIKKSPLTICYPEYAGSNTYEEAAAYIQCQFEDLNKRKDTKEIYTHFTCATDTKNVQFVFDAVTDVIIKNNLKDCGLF
# GAA inhib = qHTS Assay for Inhibitors of Human alpha-Glucosidase as a Potential Chaperone Treatment of Pompe Disease; purified human GAA, 4-MU-alpha-glucoside fluorescence; Potency, µM (titrated, usually from 76.9 µM), for inactives: at the top dose activity change, negative = inhibition, most hits filed as inhibitors; actives 0.005% (n = 200,000);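 note: plate controls were uninhibited enzyme wells for no effect and no-enzyme background for full effect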
#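 Activity normalized between no-enzyme (basal) and enzyme-only wells. Conditions: 4 nM human enzyme, 400 uM fluorogenic substrate, citrate/phosphate pH 5.0 with Tween-20, 20 min room temperature, compounds up to 77 uM.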
# ALDH1A1 block = qHTS Assay for Inhibitors of Aldehyde Dehydrogenase 1 (ALDH1A1); Aldehyde dehydrogenase 1A1 (Homo sapiens), P00352; Purified ALDH1A1, NADH fluorescence, propionaldehyde substrate; Potency, µM (top dose mostly 75.3 µM), without a hit: top-dose activity, negative = inhibition, usual class: inhibitors; actives 7.3% (n = 220,000); AID 1030, 2008; active = well fitted inhibition curve with a large enough effect, not every such curve was filed as active; inconclusive = small, poorly fitted or top-dose-only effect, or another doubt; inactive = no such curve, though single readings can be large or run the other way;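 note: plate controls were no enzyme wells and a reference inhibitor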
# SMN2 splice up = qHTS Assay for Enhancers of SMN2 Splice Variant Expression | HEK293 SMN2-luciferase splicing reporter, luminescence, 30-36 h | Potency, µM (titrated, usually from 46.1 µM), for the others: at the highest dose activity change, positive = activation, hits mostly activators | actives 2.8% (n = 210,000) | AID 1458, 2008; note: % of control where 0% means no effect; nearly all actives have a fitted effect of over 55% in size
#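 qHTS luciferase splicing reporter: luminescence rises when SMN2 exon 7 is included in transfected HEK293 cells. Compound exposure lasted 30-36 h at 37C, with 4.5 mM final sodium butyrate as control, followed by a ONE-Glo read.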
# Numbers without * were called inactive; u = inconclusive; x = not tested or not shown; [ ] = another dose, or the depositor's remark. Unless noted, calls come from the whole dose curve; as a rule, active = well fitted curve in the direction sought with a large enough effect; inconclusive = small, poorly fitted or top-dose-only effect, or another doubt; inactive = no such curve, though single readings can be large; an effect the other way counts as inactive or inconclusive. Potency is the fitted concentration of half-maximal effect. Only part of the results is shown; rates above refer to the full screens.
molecule,KDM4E inh,aGal spleen mod,aGlu spleen mod,GAA glycogen,RGS12 GoLoco inh,GAA inhib,ALDH1A1 block,SMN2 splice up
CC1(C)CC(=O)C(C=NC2CC(C)(C)NC(C)(C)C2)=C(O)C1,-3%,-5%,-1%,26%,-5%,6%,-4%,-14%
CCN1CCC(NC(=O)Nc2ccc(F)cc2)CC1,11%,1%,6%,18%,1%,-6%,5%,x
Cn1c(=O)c([N+](=O)[O-])c(NCC(O)c2ccccc2)c2ccccc21 (configuration not stated),8%,1%,-4%,0%,1%,-3%,u,-1%
O=C(Cc1cccc2ccccc12)Nc1ccccc1C(=O)O,u,-9%,-14%,3%,0%,0%,-10%,u
Cc1cc(OC(F)F)ccc1NC(=O)Nc1ccc([N+](=O)[O-])cc1,6%,0%,-7%,6%,4%,-2%,9%,-15%
Cn1c(=O)[nH]c(=O)c2c1nc1n2CCCN1Cc1ccccc1,2%,8%,7%,7%,-2%,x,x,x
O=C(Cc1ccccc1)Nc1ccc2oc(-c3ccncc3)nc2c1,-2%,17%,8%,17%,9%,7%,u,13%
CC(=O)c1cccc(NC(=O)NC(C)c2ccncc2)c1 (configuration not stated),-1%,5%,-2%,1%,11%,3%,u,-26%
CCOC(=O)CNC(=O)CSc1nc(N(C)C)nc(N2CCOCC2)n1,12%,-1%,4%,-5%,-3%,-1%,7%,3%
CC(C)c1ccc(NC(=S)NN2C(C)CCCC2C)cc1 (configuration not stated),-3%,-15%,-2%,-27%,7%,-3%,-5%,-7%
O=C(Cn1nnc2ccccc2c1=O)Nc1cc(C(F)(F)F)ccc1N1CCOCC1,3%,0%,4%,-3%,x,-2%,3%,x
CN1C(=O)C(N=Nc2ccccc2C(=O)O)N(C)C1=S (configuration not stated),-3%,4%,3%,-10%,3%,2%,-8%,-13%

# Further compounds:
molecule,KDM4E inh,aGal spleen mod,aGlu spleen mod,GAA glycogen,RGS12 GoLoco inh,GAA inhib,ALDH1A1 block,SMN2 splice up
O=C(Nc1ccc(Cl)cc1)N1CCC(c2ccccc2)C1 (configuration not stated),0%,4%,0%,4%,1%,-4%,2%,13µM*
CC(/C=N/NC(=O)Cc1cccs1)=C\c1ccco1,-6%,-5%,-12%,-4%,-1%,-1%,u,15%
O=C(NCCCN1CCC(Cc2ccccc2)CC1)C1CC(=O)N(C2CCCCCC2)C1 (configuration not stated),3%,2%,-5%,-12%,22%,-5%,5%,-10%
Cn1c(N)nc2ccccc2c1=O,u,0%,-2%,1%,2%,x,x,x
COc1cc(NC(=O)COC(=O)CNC(=O)c2ccc(Cl)cc2)c(C)cc1[N+](=O)[O-],0%,0%,-5%,3%,2%,-6%,u,-11%
N#CC1=C(N)Nc2ncnn2C1c1ccccc1 (configuration not stated),-12%,-4%,12%,-7%,10%,-5%,6%,7%
Cn1c(CC(=O)Nc2ccc(Cl)c(Cl)c2)nnc1SCC(=O)Nc1nccs1,7%,0%,-8%,9%,11%,1%,4%,-2%
CN(c1ccc(C(=O)NC2CC2)cc1)S(=O)(=O)c1ccccc1,6%,-5%,-3%,6%,7%,-4%,14%,14%
COc1ccc(/C=C2\CCc3ccccc3C2=O)cc1OC,-11%,-13%,-5%,-11%,3%,-6%,u,-25%
COc1cc(C)ccc1OCCCCOc1ccccc1C(C)=O,5%,3%,-18%,-3%,5%,3%,8%,-45%[inhibitor]
COc1ccc2nc3c(cc2c1)c(NC(=O)c1cccs1)nn3CC(C)C,u,22%,1%,-15%,20%,-6%,u,13%
COc1cccc(Cn2c(=O)cnc3cnc(OC)nc32)c1,x,-10%,-10%,x,13%,x,-7%,x

# An excerpt of these results, with two lines to a compound.
# Values run as follows: KDM4E inh | aGal spleen mod | aGlu spleen mod | GAA glycogen | RGS12 GoLoco inh | GAA inhib | ALDH1A1 block | SMN2 splice up
> CC1(C)CC(=O)C(C=NC2CC(C)(C)NC(C)(C)C2)=C(O)C1
 : -3% | -5% | -1% | 26% | -5% | 6% | -4% | -14%
> CCN1CCC(NC(=O)Nc2ccc(F)cc2)CC1
 : 11% | 1% | 6% | 18% | 1% | -6% | 5% | x
> Cn1c(=O)c([N+](=O)[O-])c(NCC(O)c2ccccc2)c2ccccc21 (configuration not stated)
 : 8% | 1% | -4% | 0% | 1% | -3% | u | -1%
> O=C(Cc1cccc2ccccc12)Nc1ccccc1C(=O)O
 : u | -9% | -14% | 3% | 0% | 0% | -10% | u
> Cc1cc(OC(F)F)ccc1NC(=O)Nc1ccc([N+](=O)[O-])cc1
 : 6% | 0% | -7% | 6% | 4% | -2% | 9% | -15%
> Cn1c(=O)[nH]c(=O)c2c1nc1n2CCCN1Cc1ccccc1
 : 2% | 8% | 7% | 7% | -2% | x | x | x
> O=C(Cc1ccccc1)Nc1ccc2oc(-c3ccncc3)nc2c1
 : -2% | 17% | 8% | 17% | 9% | 7% | u | 13%
> CC(=O)c1cccc(NC(=O)NC(C)c2ccncc2)c1 (configuration not stated)
 : -1% | 5% | -2% | 1% | 11% | 3% | u | -26%
> CCOC(=O)CNC(=O)CSc1nc(N(C)C)nc(N2CCOCC2)n1
 : 12% | -1% | 4% | -5% | -3% | -1% | 7% | 3%
> CC(C)c1ccc(NC(=S)NN2C(C)CCCC2C)cc1 (configuration not stated)
 : -3% | -15% | -2% | -27% | 7% | -3% | -5% | -7%

# Next entries:
molecule,KDM4E inh,aGal spleen mod,aGlu spleen mod,GAA glycogen,RGS12 GoLoco inh,GAA inhib,ALDH1A1 block,SMN2 splice up
Cc1nn(C)c(C)c1/C=N/O,12%,13%,-11%,1%,-2%,-3%,-11%,0%
CC(C)NC(=O)N1CCC2(CC1)CCN(C(=O)c1cccc(F)c1)CC2,x,-6%,5%,x,16%,x,3%,7%
CCN(CCNC(=O)CCCn1nc(C)n2c(cc3sccc32)c1=O)c1ccccc1,-3%,5%,2%,16%,3%,3%,10%,-2%
CCc1ccc2nc(N3C(=O)c4oc5ccccc5c(=O)c4C3c3ccc(OC)c(OC)c3)sc2c1 (configuration not stated),5%,-18%,-9%,6%,-8%,2%,0%,-4%
CN1CCN(c2ncc3nc(CCc4ccccc4)c(=O)n(CCc4ccccc4)c3n2)CC1,x,-10%,2%,x,-3%,x,u,x
COCCCn1c(SCC(=O)Nc2ccccc2)nnc1-c1ccncc1,-2%,0%,-5%,3%,-8%,1%,1%,9%
COc1ccc(C(=O)NCc2ccc3c(c2)OCO3)cc1S(=O)(=O)N(C)Cc1ccccc1,-1%,0%,-11%,-6%,-4%,-13%,u,-11%
Cc1ccc(C(=O)NC(=S)Nc2cc(-c3nc4ccccc4s3)ccc2C)cc1,-5%,-9%,-9%,9%,6%,6%,-8%,8%
Cn1cccc1Cc1nnc(SCC(=O)Nc2ccccc2)n1-c1ccc(F)cc1,u,-5%,0%,6%,9%,-3%,u,0%
Cc1cccc(Nc2c3c(nc4ncnn24)CCC3)c1,4%,-1%,8%,4%,3%,-4%,-8%,x
NCC1O[C@@H](OC2C(N)C[C@H](N)[C@@H](O[C@H]3OC(CO)C(O)C(N)C3O)C2O)C(O)C(O)C1O (some centres not stated),-3%,1%,-13%,x,10%,x,7%,5%
CCC(O)(CC)C(=O)NN(C(=O)Nc1csc2c1CCCC2)c1ccccc1,7%,-1%,0%,-10%,16%,0%,17%,-5%

# Next structures follow.
molecule,KDM4E inh,aGal spleen mod,aGlu spleen mod,GAA glycogen,RGS12 GoLoco inh,GAA inhib,ALDH1A1 block,SMN2 splice up
Cc1ccccc1CNC(=O)c1ccccc1C(=O)O,7%,19%,-16%,4%,9%,1%,10%,-4%
N/C(=N\OC(=O)CC1CCCCC1)c1ccncc1,4%,2%,-3%,-5%,1%,2%,7%,x
CC(C)c1ccc(/C=C/C(=O)Nc2nn[nH]n2)cc1,2%,0%,-3%,-5%,4%,4%,4%,17%
COC(=O)C1C(=O)C2=C(CC1C)NC(C)=C(C(=O)OC1CCCC1)C2c1ccc(N(C)C)cc1 (configuration not stated),-29%,2%,-7%,-25%,3%,u,u,-3%
CN(C)CCNc1nc(-c2ccccc2)c2c(c1C#N)CC(C)(C)OC2,u,0%,-7%,-4%,-1%,-7%,-12%,7%
COC(=O)Cn1ncc2c3ccccc3n(Cc3ccccc3)c2c1=O,x,-8%,-6%,-6%,4%,-7%,-10%,6%
N#Cc1ccc(C(=O)Nc2nc(SCc3ccc(Cl)cc3)n[nH]2)cc1,2%,-1%,-3%,1%,24%,3%,-4%,2%
Cc1cccc(OCC(=O)N2CCN(C(=O)CCC3CCCC3)CC2)c1,-9%,6%,1%,-6%,-9%,-1%,u,-26%
Cc1ccc(-c2nn(C)c(=O)c3ccccc23)cc1S(=O)(=O)NCCO,4%,3%,-2%,5%,11%,-13%,2%,u
Cc1noc(C)c1S(=O)(=O)Nc1ccc(C(=O)NCc2ccccc2)cc1,0%,-3%,-3%,5%,3%,1%,3%,-4%
CC(=O)Cn1c(CN2CC(C)CC(C)C2)nc2c1c(=O)n(C)c(=O)n2C (configuration not stated),5%,4%,-4%,11%,x,u,0%,x
Cc1ccc(N(CC(=O)NCc2ccco2)C(=O)CCC(=O)Nc2nccs2)cc1,14%,3%,-5%,1%,2%,x,x,x
CCCCNCCOCCOc1ccc(F)cc1,-7%,1%,-6%,-9%,4%,-5%,-4%,-12%
Cc1cc(C(F)F)n2nc(C(=O)NCc3ccccc3F)nc2n1,2%,-3%,-3%,-1%,13%,-6%,u,x

# High-throughput results: PubChem BioAssay, National Center for Advancing Translational Sciences (NCATS)
